NR5A2 inv ag: suppresses constitutive activity of human LRH-1; O00482; HEK293T StAR-luciferase reporter, LRH-1 transfected, 24 h; inhibition, % at 3.6 µM; hit rate 0.13% among 360,000; AID 602396;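 active = inhibition above the mean inhibition of all tested compounds plus 3 SD, cut at about 73% in these data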;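 also: 0% = DMSO wells and 100% = reporter-only cells lacking LRH-1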
TRAIL sens C8: caspase-8 TRAIL sensitization; NB7+C8 cells + TRAIL, ATPlite viability luminescence; inhibition (viability loss, TRAIL sensitization), % at 10 µM; hit rate 1% among 360,000;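 active = compounds causing at least 50% loss of cell viability in the single-dose screen, relative to plate controls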
NCOA1 inh: inhibitors of human steroid receptor coactivator 1 (SRC1) | HEK293 GAL4-SRC1 luciferase reporter, luminescence | inhibition, % at 3.6 µM | hit rate 0.12% among 360,000 | AID 588354;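 active = inhibition above the campaign mean plus 3 SD, with each screening campaign given its own cutoff, cut at about 60% in these data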;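 also: 0% = DMSO treated cells and 100% = gossypol at 36 µM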
Target sequence (Q15788 whole entry, looked up, the tested form may be a part): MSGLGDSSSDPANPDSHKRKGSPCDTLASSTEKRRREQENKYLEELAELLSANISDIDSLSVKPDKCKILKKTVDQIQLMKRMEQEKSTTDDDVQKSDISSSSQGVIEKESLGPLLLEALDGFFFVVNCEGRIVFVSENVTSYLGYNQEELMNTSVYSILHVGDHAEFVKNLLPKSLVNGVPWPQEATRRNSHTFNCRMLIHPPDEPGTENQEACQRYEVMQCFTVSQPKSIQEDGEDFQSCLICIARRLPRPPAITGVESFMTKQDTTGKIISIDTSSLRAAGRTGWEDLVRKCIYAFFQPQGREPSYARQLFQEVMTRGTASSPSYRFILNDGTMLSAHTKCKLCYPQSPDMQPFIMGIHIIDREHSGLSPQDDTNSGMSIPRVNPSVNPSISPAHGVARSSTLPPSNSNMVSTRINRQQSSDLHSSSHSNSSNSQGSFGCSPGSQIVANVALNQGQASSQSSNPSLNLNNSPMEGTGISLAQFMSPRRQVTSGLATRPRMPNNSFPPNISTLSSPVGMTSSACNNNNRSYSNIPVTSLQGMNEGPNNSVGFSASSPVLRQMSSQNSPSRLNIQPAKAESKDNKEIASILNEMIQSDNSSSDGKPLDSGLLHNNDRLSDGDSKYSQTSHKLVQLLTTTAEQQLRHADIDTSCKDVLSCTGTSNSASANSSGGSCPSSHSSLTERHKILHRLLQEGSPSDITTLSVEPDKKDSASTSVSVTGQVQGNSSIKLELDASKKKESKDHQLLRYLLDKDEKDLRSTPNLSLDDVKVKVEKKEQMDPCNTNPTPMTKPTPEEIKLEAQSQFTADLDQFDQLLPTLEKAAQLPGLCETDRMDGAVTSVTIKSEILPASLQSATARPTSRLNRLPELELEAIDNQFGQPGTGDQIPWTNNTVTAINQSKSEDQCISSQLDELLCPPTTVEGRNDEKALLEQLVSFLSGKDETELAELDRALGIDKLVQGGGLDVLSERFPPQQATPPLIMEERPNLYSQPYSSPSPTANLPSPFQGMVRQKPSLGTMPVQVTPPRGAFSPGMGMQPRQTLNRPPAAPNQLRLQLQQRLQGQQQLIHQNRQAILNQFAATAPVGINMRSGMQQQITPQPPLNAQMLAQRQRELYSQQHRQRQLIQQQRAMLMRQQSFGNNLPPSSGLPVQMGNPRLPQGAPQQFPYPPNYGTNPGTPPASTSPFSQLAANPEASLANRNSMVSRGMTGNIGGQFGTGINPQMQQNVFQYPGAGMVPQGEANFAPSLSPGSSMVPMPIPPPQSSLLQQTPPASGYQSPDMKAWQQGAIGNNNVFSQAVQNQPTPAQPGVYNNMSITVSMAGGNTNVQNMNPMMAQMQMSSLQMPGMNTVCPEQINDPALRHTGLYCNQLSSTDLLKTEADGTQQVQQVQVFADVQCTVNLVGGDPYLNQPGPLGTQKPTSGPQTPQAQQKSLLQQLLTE
Shn3 3UTR inh: inhibitors of Schnurri-3 3'UTR reporter in osteoblasts | Clone20 osteoblast Shn3 3'UTR firefly luciferase, 24 h | inhibition, % at 12.5 µM | hit rate 0.52% among 360,000 | AID 588674;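 active = mean inhibition of at least 75% with every replicate also reaching 75%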;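 also: 0% = median of neutral control wells and 100% = pilot-screen positive control compound; some compounds past the cut are filed as inactive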
TROY signal inh: TROY signaling inhibition; inhibition, % at 10 µM; AID 1347056; Q293 LMP1-TROYcd NF-kB luciferase reporter, 4 h; hit rate 0.98% among 360,000;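 active = compounds whose plate-normalised and pattern-corrected inhibition of the luciferase reporter signal at the single screening dose is 50% or more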
KKLEB cytotox: CF airway cell cytotoxicity counter-screen. KKLEB CF airway cells viability, ATPlite luminescence, overnight; hits give low values; cells stimulated with P. aeruginosa culture filtrate. AID 602141. activity change (cytotoxicity), % at 5 µM. hit rate 0.36% among 360,000;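 active = corrected activity change at or below -50% at 5 µM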
CF NFkB block: cystic fibrosis NF-kB activation inhibition | KKLEB NF-kB-GFP reporter, PAF-induced, GFP fluorescence overnight | inhibition, % at 5 µM | hit rate 0.86% among 360,000;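 active = at least 50% inhibition at 5 µM, scaled per plate between neutral and stimulator controls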;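 also: PAF is a Pseudomonas aeruginosa culture filtrate used as stimulus; plate controls were PAF-stimulated DMSO wells for no effect and unstimulated DMSO wells for full effect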
NCOA3 inh: human NCOA3 inhibition. Q9Y6Q9. inhibition, % at 3.6 µM. HEK293 GAL4-SRC3 luciferase reporter, luminescence. AID 588352. hit rate 0.17% among 360,000;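 active = inhibition above a per-campaign cutoff, the mean of all compounds plus 3 SD, cut at about 60% in these data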;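 also: 0% = DMSO-treated cells and 100% = gossypol-treated cells at 36 µM; higher means less SRC3-driven luciferase light from the GAL4 reporter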
TWEAK-Fn14 inh: TWEAK-Fn14 signaling inhibition | TWEAK-stimulated Fn14 reporter cells, luciferase luminescence, 8 h | hit rate 2% among 360,000 | inhibition, % at 10 µM; in the data active = inhibition above about 50%
NR2F2 inh: inhibitors of human COUP-TFII (NR2F2); P24468; inhibition, % at 8.6 µM; HEK293T NGFI-A luciferase reporter, luminescence; AID 686940; hit rate 0.7% among 370,000;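 active = inhibition above a per-plate cutoff, mean inhibition of test wells between control levels plus 3 SD, cut at about 38% in these data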;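 also: cells cotransfected with COUP-TFII expression vector driving the NGFI-A reporter; 0% = median of COUP-TF2 test wells and 100% = reporter-only cells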
LMP1 NFkB inh: inhibitors of Epstein-Barr LMP1-induced NF-kappaB reporter; LMP1-induced NF-kappaB luciferase reporter cells, luminescence; hit rate 0.69% among 350,000; inhibition, % at 12.5 µM; AID 504558; in the data active = inhibition above about 41%;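 also: 0% = neutral control wells and 100% = reference inhibitor control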
* hit, by the source's call; · = no result given. A portion of the library; rates above refer to the full screens.

SMILES | NR5A2 inv ag | TRAIL sens C8 | NCOA1 inh | Shn3 3UTR inh | TROY signal inh | KKLEB cytotox | CF NFkB block | NCOA3 inh | TWEAK-Fn14 inh | NR2F2 inh | LMP1 NFkB inh
CCCCn1c(N)c(N(CC(C)C)C(=O)CC(NC(=O)c2ccccc2)c2ccccc2)c(=O)[nH]c1=O (stereo not drawn) | 11 | 2 | 0 | -10 | 5 | 10 | 8 | 4 | 12 | 7 | 9
O=C(CCl)NCCNC(=O)c1cc(OCC(F)(F)F)ccc1OCC(F)(F)F | 41 | -4 | -40 | 4 | -11 | 7 | -15 | -6 | 13 | -13 | -19
CN(C)c1ccc(-c2csc(C(C)(O)c3ccc(F)c(F)c3)n2)cc1 (stereo not drawn) | 8 | 7 | -1 | 31 | 3 | -5 | 10 | -13 | 26 | 26 | ·
O=C(NC1CCCC1)C(c1ccccc1F)N(C(=O)c1csnn1)c1ccccc1 (stereo not drawn) | 5 | 22 | 5 | -7 | 13 | 1 | 3 | -5 | 6 | 11 | 6
CC(=O)Nc1ccc(CN2CCCC(CO)(Cc3cccc(Cl)c3)C2)cc1 (stereo not drawn) | -15 | 4 | -17 | · | 5 | -3 | -11 | 12 | -15 | -41 | 6
Cc1cc(NC(=O)/C=C/c2ccc(F)cc2)n(-c2nc3ccccc3[nH]2)n1 | -4 | 44 | -40 | -10 | -56 | -30 | 40 | -22 | -39 | -1 | -3
COc1ccccc1Oc1cn[nH]c1-c1ccc(OCC(=O)NN)cc1O | 11 | -2 | 16 | -21 | 15 | 17 | -1 | 4 | -9 | 21 | 7
CN=c1scc(-c2ccc([N+](=O)[O-])cc2)n1/N=C/c1ccco1 | -84 | 5 | -62 | -25 | -19 | 5 | -8 | -28 | 0 | -16 | -8
O=C(Nc1ccccc1-c1nc2ccccc2[nH]c1=O)c1cccs1 | -8 | 10 | -4 | 11 | -11 | -6 | 1 | -14 | -7 | -12 | 0
CCCc1cc(=O)oc2cc(OCC(=O)NCCCN3CCOCC3)c(Cl)cc12 | 38 | 8 | 13 | 0 | -11 | 2 | -16 | 13 | -16 | -2 | -3
CCCCc1ccc(-c2csc(/C(C#N)=C\c3ccco3)n2)cc1 | 9 | 2 | 4 | -25 | -40 | 9 | -21 | 8 | 26 | -3 | 0
COc1ccccc1/C=N/NC(=O)CCn1cnc2ccccc21 | -18 | 1 | -3 | 1 | 15 | 9 | -3 | 5 | -5 | 13 | -4
CC(C(=O)NCCS(=O)(=O)c1ccc(Cl)cc1)S(=O)(=O)c1ccc(Cl)cc1 (stereo not drawn) | 7 | 2 | -4 | 2 | 3 | 16 | -13 | 8 | -3 | 5 | 9
Cc1ccc(C(=O)/C=C/c2c(C)nn(-c3ccccc3)c2Cl)cc1 | -14 | -17 | -53 | -46 | -62 | -10 | 13 | -33 | -6 | -26 | -19
CC(C)COc1ccc(-c2nn(-c3ccccc3)cc2CO)cc1 | -1 | -11 | 4 | 2 | -17 | -21 | 7 | -8 | -17 | -10 | 7
COc1ccc2cc3cc(C(=O)NCc4ccccn4)oc3nc2c1 | -34 | 1 | -3 | 2 | -5 | 4 | -15 | -10 | -2 | -29 | -14
S=C(NC1CCCCC1)N1CCC(C2C=NC=N2)CC1 (stereo not drawn) | -29 | -12 | 6 | 30 | -17 | 10 | 11 | 0 | -3 | 13 | ·
CC12C=CC(=O)C=C1CCC1C2C(=O)CC2(C)C1CCC2(O)C(=O)CO (stereo not drawn) | 14 | 5 | -4 | -1 | -2 | 22 | 36 | -25 | -13 | 0 | 5
N#C/C(=C/c1ccncc1)c1nc2ccccc2s1 | -14 | -2 | -34 | -2 | -44 | 7 | 17 | -26 | 41 | -14 | 6
O=C(/C=C/c1ccco1)NC(=S)Nc1ccccc1 | -26 | -4 | -30 | -23 | -2 | 9 | 13 | -67 | 6 | -16 | -5
O=C1CSc2ccc(S(=O)(=O)NCc3ccccc3)cc2N1 | 18 | -1 | 26 | 1 | -6 | -1 | -7 | 5 | 0 | 16 | 2
O=C(Nc1ccc(CN2CCCCC2)cc1)c1c(F)c(F)c(F)c(F)c1F | 7 | 0 | -51 | 17 | 6 | -6 | -1 | 0 | 15 | 9 | -8
COc1ccccc1/C=C(/NC(=O)c1ccccc1)C(=O)NCCCn1ccnc1 | 4 | 15 | 18 | 11 | -15 | -26 | 4 | -19 | 2 | -5 | 1
COc1ccc(-c2n[nH]c(=S)n2-c2ccc3c(c2)OCCO3)cc1OC | -23 | 0 | -18 | -27 | -33 | 3 | -4 | -22 | -1 | -6 | -15
CC(=O)Oc1ccccc1C1OC(=O)c2ccccc2N1C(C)=O (stereo not drawn) | 9 | -6 | -57 | 16 | -5 | 2 | 0 | -8 | 15 | 7 | -7

Record cards, from the list above. Order of values: NR5A2 inv ag	TRAIL sens C8	NCOA1 inh	Shn3 3UTR inh	TROY signal inh	KKLEB cytotox	CF NFkB block	NCOA3 inh	TWEAK-Fn14 inh	NR2F2 inh	LMP1 NFkB inh
Results for CC(C)COc1ccc(-c2nn(-c3ccccc3)cc2CO)cc1 : -1	-11	4	2	-17	-21	7	-8	-17	-10	7
Results for COc1ccccc1/C=N/NC(=O)CCn1cnc2ccccc21 : -18	1	-3	1	15	9	-3	5	-5	13	-4

Continuation:
SMILES | NR5A2 inv ag | TRAIL sens C8 | NCOA1 inh | Shn3 3UTR inh | TROY signal inh | KKLEB cytotox | CF NFkB block | NCOA3 inh | TWEAK-Fn14 inh | NR2F2 inh | LMP1 NFkB inh
C#CCNC(=O)C1=C[C@@H](c2ccc3c(c2)OCO3)C[C@@H](OCc2ccc(CO)cc2)O1 | -8 | -12 | 3 | -7 | -14 | 0 | 12 | -16 | -29 | -7 | -3
CCCCP(=O)(c1ccccn1)c1ccccn1 | -4 | -10 | 0 | 1 | 1 | -9 | 1 | 6 | 18 | -12 | -1
CN(C(=O)COn1nnc2ccc(Cl)cc21)C1CCS(=O)(=O)C1 (stereo not drawn) | 9 | 4 | -13 | 4 | -17 | 13 | 1 | 4 | 11 | 14 | -6
CCCOc1ccc(NC(=O)CC2C(=O)N(Cc3ccccc3)C(=S)N2Cc2cccs2)cc1 (stereo not drawn) | -42 | -3 | -5 | 4 | 8 | -11 | -21 | 5 | 38 | 9 | -6
CC(=O)C1=C(C)NC(C)=C(C(C)=O)C1c1cccs1 | -5 | 6 | 2 | 7 | -7 | 7 | -10 | 3 | 3 | -11 | -2
Cc1ccc(C)c(S(=O)(=O)N2CCCOC2CNC(=O)C(=O)NCCCn2ccnc2)c1 (stereo not drawn) | -8 | 3 | -9 | 10 | -10 | 9 | 2 | 17 | -2 | 0 | 5
CC(=O)c1ccc(OCCCC(=O)Nc2cccc(S(=O)(=O)N3CCOCC3)c2)cc1 | 22 | 6 | 5 | 30 | 5 | 13 | -17 | -6 | 3 | 1 | -7
CCOCCc1nnc(NC(=O)c2cc(OC)c(OC)cc2[N+](=O)[O-])s1 | 7 | 0 | -7 | 5 | 3 | 11 | -12 | -3 | 4 | 14 | 8
CCc1cc(C(=O)N2CCCC(CNC(=O)c3ccc(-c4ccccc4)cc3)C2)no1 (stereo not drawn) | 17 | -2 | -15 | -3 | -20 | -7 | 10 | -9 | -1 | -5 | 0
Cc1ccc(OCc2cc(C(=O)NCC(C)c3ccccc3)no2)cc1C (stereo not drawn) | 3 | 13 | 18 | 13 | 0 | 2 | -8 | 3 | 2 | -8 | -14
O=C1/C(=C/c2ccc3c(c2)OCO3)SC(=S)N1CCC(=O)N(CCO)c1ccccc1 | 11 | -1 | -11 | -59 | 27 | 9 | -39 | -30 | 39 | 0 | 4
CCc1cc2c(Nc3ccccc3O)nc(C)nc2s1 | 18 | -5 | -73 | 5 | -8 | 4 | -20 | 12 | 2 | 20 | 1
Cc1cc(C)cc(NC(=O)COc2coc(CN3CCN(c4ccccc4)CC3)cc2=O)c1 | 0 | 15 | 17 | 11 | 6 | 13 | -12 | -1 | 17 | -10 | 10
COc1c2n(C)ccc3c-2n(c(=O)c1=O)c1ccccc31 | -18 | 18 | -6 | 7 | -13 | 18 | -7 | -2 | -9 | 11 | -2
Cn1c(NCCc2ccncc2)nc2cc(-c3cccc(Cl)c3)sc2c1=O | -29 | -2 | -11 | -17 | -52 | -6 | -4 | -58 | -29 | -17 | ·
COc1ccc(-n2c(CN3CCOCC3)nc3ccc([N+](=O)[O-])cc3c2=O)c(OC)c1 | 12 | -2 | 1 | -4 | 5 | 6 | 8 | -2 | 11 | -2 | -1
O=C(N/N=C/c1ccc2c(c1)OCO2)c1cc2ccccc2o1 | 9 | 12 | -31 | 1 | -16 | 8 | 6 | -1 | -8 | 4 | -5
COc1cccc(C(=O)N2CCCc3ccccc32)c1 | -15 | -11 | -6 | 16 | -10 | -50 | 54* | 9 | 12 | 0 | 10
c1ccc(Oc2cc(-n3cccn3)ncn2)cc1 | -103 | 26 | -73 | -91 | -26 | -13 | 9 | -67 | -6 | -21 | -26
CC(=O)N(C)c1ccc(N=NC2C(=O)N(C(N)=S)N=C2C)cc1 (stereo not drawn) | -130 | 5 | -116 | -28 | 14 | 4 | 1 | -114 | 40 | -70 | -15
Cc1ccccc1C(=O)NC(=S)Nc1sc2c(c1C#N)CCC(C)C2 (stereo not drawn) | 9 | 2 | -31 | -8 | -8 | 7 | 2 | 16 | -15 | -9 | -8
COc1cccc(-n2cnc3c(sc4nc(N5CCOCC5)c5c(c43)CCCC5)c2=O)c1 | 4 | -23 | -25 | 25 | 20 | 3 | 4 | 11 | 2 | -18 | 3
CC(/C=N/NC(=O)c1cccs1)=C\c1ccco1 | -81 | 2 | -83 | -30 | -6 | 19 | -21 | -46 | -32 | -18 | -18
COc1cc(O)c(C(CC(=O)N2CCCC(C)C2)c2cc(OC)c(OC)c(OC)c2)c(OC)c1 (stereo not drawn) | -18 | -11 | -4 | -12 | -3 | 3 | 9 | 5 | 0 | 11 | 8
CCNC(=S)NNC(=O)c1ccc2ncccc2c1 | 8 | -4 | -11 | 7 | -9 | 0 | 9 | -37 | 2 | -17 | 8

More entries:
SMILES | NR5A2 inv ag | TRAIL sens C8 | NCOA1 inh | Shn3 3UTR inh | TROY signal inh | KKLEB cytotox | CF NFkB block | NCOA3 inh | TWEAK-Fn14 inh | NR2F2 inh | LMP1 NFkB inh
O=C(Nc1ccc(S(=O)(=O)Nc2ccccn2)cc1)c1ccccc1 | -11 | -18 | -5 | 10 | 25 | -4 | 5 | 6 | -9 | 3 | 7
COc1ccc(NC(=O)CC2C(=O)N(c3ccc(Cl)cc3)C(=S)N2NC(=O)c2cccc(F)c2)cc1 (stereo not drawn) | -11 | -17 | -3 | 22 | -9 | 24 | -30 | 6 | 20 | 1 | -2
Cc1ccc(C)c(N(CC(N)=O)S(C)(=O)=O)c1 | -5 | -1 | 2 | 14 | -3 | -10 | 14 | 23 | 6 | -25 | 4
COc1ccc(NC(=O)N2CCCC(c3ccccc3)C2)cc1 (stereo not drawn) | -35 | -6 | -21 | -4 | -23 | -2 | 6 | -16 | -15 | 12 | -4
CCN(CCNc1ccc(Cl)cc1[N+](=O)[O-])C(=O)c1cc([N+](=O)[O-])c(N(C)C)cc1OC | -14 | 11 | -7 | 24 | 6 | 8 | -4 | 11 | 3 | -8 | 10
C[C@@H](c1ccccc1)N1C[C@H](COCc2ccccc2)Oc2cc(N3CCC[C@H]3CO)ccc2S1(=O)=O | 10 | 5 | · | · | -7 | · | · | · | 7 | -16 | ·
